# mcGAS MS inh – inhibitors of mouse cGAS; 130,000 compounds, 0.18% hits; recombinant mouse cGAS, cGAMP by RapidFire MS; inhibition, % at 12.5 µM; Q8C6L5;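 active = inhibition of cGAS enzyme activity at or above 60%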;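 note: enzyme stimulated by 45 bp dsDNA with ATP and GTP substrates; cGAMP share of summed cGAMP plus half ATP and half GTP signals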
# Target sequence (Q8C6L5 whole entry, looked up): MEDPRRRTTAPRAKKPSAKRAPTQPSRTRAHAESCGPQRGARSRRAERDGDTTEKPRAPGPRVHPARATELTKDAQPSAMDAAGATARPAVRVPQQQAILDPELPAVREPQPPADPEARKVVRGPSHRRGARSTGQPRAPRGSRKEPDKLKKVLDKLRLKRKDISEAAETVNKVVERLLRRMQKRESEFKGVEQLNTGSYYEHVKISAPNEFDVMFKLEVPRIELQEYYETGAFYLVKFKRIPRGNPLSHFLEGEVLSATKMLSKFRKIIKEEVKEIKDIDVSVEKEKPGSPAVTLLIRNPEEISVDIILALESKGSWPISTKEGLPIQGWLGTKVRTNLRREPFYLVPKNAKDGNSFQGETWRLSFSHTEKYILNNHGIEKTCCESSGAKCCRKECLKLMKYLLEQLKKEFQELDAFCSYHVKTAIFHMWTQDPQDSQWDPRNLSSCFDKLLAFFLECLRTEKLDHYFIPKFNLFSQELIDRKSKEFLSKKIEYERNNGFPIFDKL
# * hit, by the source's call; & = joins results of further samples. These rows are one share of the data; count on the stated rates, not on these rows.
SMILES,mcGAS MS inh
CCn1ccnc1SC1CC(C)OC1=O (configuration not stated),-5
COc1ccc(C2Nc3ccc(Br)cc3C(c3ccccc3)O2)c(OC)c1 (configuration not stated),-43
CCOc1cccc(C2Nc3ccccc3C(=O)N2C2CC2)c1OC (configuration not stated),-9
Cn1cc(NC(=O)C(=O)Nc2ccc(-c3ccccc3)cc2)cn1,-5
CC(=O)NC(Cc1c[nH]c2ccccc12)C(=O)N=c1sccn1C (configuration not stated),-5
O=C(NC1=NCCS1)C1CCN(S(=O)(=O)c2ccc(Br)s2)CC1,-6
CCOC(=O)c1nn(-c2ccccc2)c(=O)cc1OS(=O)(=O)c1cc(C)c(C)cc1OC,-1
O=C1NCC(C(=O)NC2CC2c2cccc(Br)c2)N1 (configuration not stated),0
Cc1ccc(CN(CCN(C)C)S(=O)(=O)c2ccc3c(c2)CCC(=O)N3)o1,-58
CC(C)C(=O)NCCn1ccc2ccccc21,-3
C=CCN(Cc1ccccc1OCC)C(=O)C1CCC1,-14
CCC(C)(C)NC(=O)C(C)S(=O)(=O)c1nncn1C1CC1 (configuration not stated),-2
O=C1CCCN1CC(=O)N1CCC(C2CCN(Cc3cccc(F)c3F)CC2)C1 (configuration not stated),-7
CCN(CC)C(=O)C1CCN(C(=O)c2cc(C)ccc2O)CC1,-6
COc1ccc(Br)c(NC(=O)N2CCOCC2)c1,-3
CCn1c(C2CC2)n[nH]c1=S,-5
Cn1c(C(=O)N(CC(N)=O)C2CCCC2)cc(Cl)c1Cl,-11
O=C(NCC1(O)CCCNCC1)c1cc2ccccc2[nH]c1=O (configuration not stated),-24
CN(Cc1cc2n(n1)CCCNC2)Cc1nc(-c2ccccc2)cs1,1
CCOC(=O)Nc1ccc2c(c1)C(=O)N(C)c1cc(C)ccc1O2,-9
Cc1nc(CN2CCN(C(=O)c3nccc4ccccc34)CC2)cs1,-10
CNC(=O)CSc1nnc(C(C)N(C)C)n1-c1ccc(Cl)cc1 (configuration not stated),-13
CC1(C)CC(NC(=O)c2ccc3ccccc3c2)CC(C)(C)N1,-2
O=c1[nH]nc2n(c1=O)CCN2c1ccccc1,-5
COc1cc2oc(=O)c3c(c2cc1Cl)CCCC3,1
CCOc1ccc(OCC(=O)NNC(=O)c2cc(OC)c(OC)c(OC)c2)cc1,-14
Cc1nc2n(n1)C(=O)C(C(c1cccc(F)c1)N1CCC(C)CC1)S2 (configuration not stated),-8
O[C@@H]1CN(Cc2ccncc2Cl)CC[C@H]1c1ccc2ccccc2c1,-7
CCCCn1c(SCc2cc(=O)n3ccsc3n2)n[nH]c1=O,-10
CCOc1ccc(C2NC(=O)NC(C)=C2C(=O)OC(C)C)cc1 (configuration not stated),-4
COc1ccc(-n2c(C)c(C)c3c(NC(=O)C4CCCC4)ncnc32)cc1,0
Cc1cnccc1CN1CC(C(=O)O)CC1=O (configuration not stated),2
CCC(=O)NNC(=O)COc1ccc(C(C)(C)CC(C)(C)C)cc1,1
CC1CN(C(C(N)=O)c2ccccc2)CC(c2ccccc2)O1 (configuration not stated),-5
Cc1cc(=O)n2c(n1)SCC2CC(=O)NC(C)C (configuration not stated),-6
O=C(COc1ccccc1Cl)N(c1nccs1)C1CCCCC1,1
O=C(CN1C(=O)CSc2ccccc21)Nc1ccc(F)c(F)c1F,0
COC(=O)CNC(=O)c1ccc(NC(=O)N2CCCC2Cc2ccccc2)cc1 (configuration not stated),-11
COc1ccc(CCC2CCCN(C(=O)CSc3ccccn3)C2)cc1 (configuration not stated),-9
Cn1c(CSc2cccc(Cl)c2)nnc1C1CC1,-63
O=C(c1cn(-c2ccccc2Cl)nn1)N1CCN(CCO)CC1,-14
COc1ccc(CC(=O)N2CCCC(Nc3ccccc3)C2)cc1 (configuration not stated),-7&-2
Cc1ccc(-c2c(C)sc3nc(CN(C)Cc4ccccc4C)[nH]c(=O)c23)cc1,-6
CC(C)(NC(=O)c1cccs1)C(=O)NCCSc1cn[nH]n1,-22
CC(CN1CCOC1=O)NC(=O)Nc1ccc(S(=O)(=O)N(C)C)cc1 (configuration not stated),2
CCN(C(C)=O)C1CCN(c2ncnc3sc4c(c23)CCNC4)C1 (configuration not stated),-33
C#Cc1cccc(N(C(C)C)S(=O)(=O)c2ncn(C)c2Cl)c1,1
CCOc1ccc(Cc2nnc(Nc3ccccc3C)[nH]c2=O)cc1,-9
C=CCN(C#N)c1nc(N2CCCCC2)nc(N2CCCCC2)n1,-31
CC1CN(C(=O)CSCc2nc3sc4c(c3c(=O)[nH]2)CCC4)CCO1 (configuration not stated),-1
O=C(NCc1ccco1)NC1CC(=O)N(CCCc2ccccc2)C1 (configuration not stated),-12
N#Cc1ccccc1CNc1ccc(F)c(Cl)c1,-15
CC(C)(C)c1nnc2sc(SCC(=O)c3c[nH]c4ccccc34)nn2c1=O,-5
CC(C)NCC(=O)N1c2ccccc2-n2cccc2C1c1ccc(Cl)cc1 (configuration not stated),-3
N[C@@H](C(=O)NCc1cccc(CN2CCCC2)c1)c1ccccc1,-9
O=C(NCCN1CCCCC1CO)c1ccccc1C(F)(F)F (configuration not stated),-3
Cc1ccc(Cl)cc1NC(=O)CSc1nnc(CCC(=O)O)c(=O)[nH]1,-4
CCCc1cc(C(=O)OC(C(N)=O)c2ccc(F)cc2)n[nH]1 (configuration not stated),4
O=c1c2cc3c(=O)n(C4CCCCC4)ccc3nc2ccn1-c1ccccn1,-2
CCN(CC(=O)NCc1cccs1)c1ccc(S(=O)(=O)N2CCCC2)cn1,-30
# Remaining list, next part:
SMILES,mcGAS MS inh
Cc1nn(-c2ccc(F)cc2)c2c1C(c1ccccc1)C1C(=O)CC(C)(C)CC1=N2 (configuration not stated),-6
CC(C(=O)Nc1cc(=O)[nH]c2nc(CCc3ccccc3)nn12)N1C(=O)c2ccccc2C1=O (configuration not stated),1
Cn1cc(C(=O)N2CCCCC2)c2[nH]c(=O)n(Cc3ccccc3)c(=O)c21,-4
CC1CCC(NC(=O)CN2CCCS(=O)(=O)CC2)CC1 (configuration not stated),2
COC(=O)c1ccc(N2CCN(C(=O)CC3C(=O)NCCN3Cc3ccccc3)CC2)cc1 (configuration not stated),-7
C#CCN(CC(=O)N1CCCc2ccccc21)C1CCc2ccccc21 (configuration not stated),-13
CC(C)Oc1ccc(CN2CCC2(C)C(=O)Nc2cccc3cccnc23)cc1 (configuration not stated),-10
CCCc1nn(CC(N)=O)c(CCC)c1CC,-12
O=C(c1cc(=O)c(OCc2ccc(F)cc2)c[nH]1)N1CCN(c2cccc(C(F)(F)F)c2)CC1,-2
CC(=O)c1cccc(CN2CCN(Cc3ccsc3)C(CCO)C2)c1 (configuration not stated),-4
O=[N+]([O-])c1ccccc1S(=O)(=O)NCC1CCC(CNCC2CCc3ccccc3C2)CC1 (configuration not stated),-5
Cc1cc(Cl)c(C)c(S(=O)(=O)NCCN(C)C)c1Cl,-10
Cc1ccccc1Nc1nnc(SCc2cc(=O)n3cc(Cl)ccc3n2)s1,-1
COc1cc(C)cc(OC)c1OCC(=O)NC12CC3CC(CC(C3)C1)C2,-4
CCOC(=O)c1c(NC(=O)Nc2ccccc2)sc2c1C(C(=O)OCC)CCC2 (configuration not stated),-8
CC1CC1c1ccc(C(=O)O)o1 (configuration not stated),0
COCc1ccc(CN2CCCC(N3CCN(c4cccc(C(F)(F)F)c4)CC3)C2)o1 (configuration not stated),-10
CC(=O)c1ccccc1OS(=O)(=O)c1cc(Cl)ccc1Cl,-5
CN1CC2(CCN(C(=O)c3[nH]cnc3-c3ccccc3)C2)OC1=O (configuration not stated),-13
COc1cc(S(=O)(=O)NCc2ccc3c(c2)OCO3)c(C)cc1Br,9
COc1ccc([C@@H](C)NCc2c(C(=O)N3CCCC3)nc3ccccn23)cc1,3
CC(=O)c1cccc(NC(=O)c2cn(C)c3c(=O)n(-c4ccccc4)c(=O)[nH]c23)c1,-23
CCCC(C)NC(=O)CSCc1cc(-c2ccc(C)cc2)no1 (configuration not stated),-13
Cc1cc2c(cc1C)C(=O)CC1(CCN(Cc3cccnc3)CC1)O2,-16
C=CCOc1cccc(C2c3c(oc4cc(C)c(C)cc4c3=O)C(=O)N2c2nccs2)c1 (configuration not stated),-8
C#CCOc1c(CC=C)cc(C=O)cc1OCC,-3
Cc1ccc(F)c(NC(=O)c2cc(C)c(C)c(S(=O)(=O)N(C)C)c2)c1,-8
O=C(NCC1CCCO1)C1CCN(C2CCN(C(=O)c3ccccc3)CC2)CC1 (configuration not stated),-2
CC(C)CNC(=O)CN1C(=O)NC(C)(c2ccc(F)cc2)C1=O (configuration not stated),-6
COc1ccccc1CS(=O)(=O)Cc1nccn1CC(F)(F)F,-15
c1cncc(COC2CCN(Cc3cnc(N4CCCC4)nc3)CC2)c1,-19
NC1=NC(/C(Cl)=C/c2ccccc2)n2c(nc3ccccc32)N1 (configuration not stated),-1
CNC(=O)CCN(C)c1cc(C2CCCNC2)nc(C)n1 (configuration not stated),-16
CCCCn1nc(C)c2c1NC(=O)CC2c1c(C)n(C)n(-c2ccccc2)c1=O (configuration not stated),-10
CS(=O)(=O)Nc1cc(F)ccc1C(=O)O,0
OCCOc1ccccc1-c1nccn1C1CCCc2ccccc21 (configuration not stated),9
Cc1ocnc1C(=O)NC1CCCN(Cc2ccccc2F)C1 (configuration not stated),1
Cc1csc(Sc2nc3cc(C)nn3c3ccccc23)n1,-8
c1ccc2c(c1)nc(N1CCCC1)c1nncn12,-8
Cc1nccc(-c2cccc(-n3ccnc3-c3ccccc3OCCO)c2)n1,-4

# Reformatted with tabs: entries from further up.
Compound	mcGAS MS inh
CCn1ccnc1SC1CC(C)OC1=O (configuration not stated)	-5
COc1ccc(C2Nc3ccc(Br)cc3C(c3ccccc3)O2)c(OC)c1 (configuration not stated)	-43
CCOc1cccc(C2Nc3ccccc3C(=O)N2C2CC2)c1OC (configuration not stated)	-9
Cn1cc(NC(=O)C(=O)Nc2ccc(-c3ccccc3)cc2)cn1	-5
CC(=O)NC(Cc1c[nH]c2ccccc12)C(=O)N=c1sccn1C (configuration not stated)	-5
O=C(NC1=NCCS1)C1CCN(S(=O)(=O)c2ccc(Br)s2)CC1	-6
CCOC(=O)c1nn(-c2ccccc2)c(=O)cc1OS(=O)(=O)c1cc(C)c(C)cc1OC	-1
O=C1NCC(C(=O)NC2CC2c2cccc(Br)c2)N1 (configuration not stated)	0
Cc1ccc(CN(CCN(C)C)S(=O)(=O)c2ccc3c(c2)CCC(=O)N3)o1	-58
CC(C)C(=O)NCCn1ccc2ccccc21	-3
C=CCN(Cc1ccccc1OCC)C(=O)C1CCC1	-14
CCC(C)(C)NC(=O)C(C)S(=O)(=O)c1nncn1C1CC1 (configuration not stated)	-2
O=C1CCCN1CC(=O)N1CCC(C2CCN(Cc3cccc(F)c3F)CC2)C1 (configuration not stated)	-7
CCN(CC)C(=O)C1CCN(C(=O)c2cc(C)ccc2O)CC1	-6
COc1ccc(Br)c(NC(=O)N2CCOCC2)c1	-3
CCn1c(C2CC2)n[nH]c1=S	-5
Cn1c(C(=O)N(CC(N)=O)C2CCCC2)cc(Cl)c1Cl	-11
O=C(NCC1(O)CCCNCC1)c1cc2ccccc2[nH]c1=O (configuration not stated)	-24
CN(Cc1cc2n(n1)CCCNC2)Cc1nc(-c2ccccc2)cs1	1
CCOC(=O)Nc1ccc2c(c1)C(=O)N(C)c1cc(C)ccc1O2	-9

# The listing continues:
SMILES,mcGAS MS inh
CCc1nnc(CN2CCN(CC3CC3)c3ccccc32)o1,1
CC(C)COP(C)(=O)CCC#N (configuration not stated),-37
C=CCOC(=O)c1sc2nc(-c3ccccc3)ccc2c1N,-3
Cc1cc(CC(=O)N(Cc2ccccc2)Cc2scnc2C)on1,-1
CCCNc1ncnc2c1nnn2C,-9
O=C(c1ccc[nH]1)N1C[C@@H]2CN(C(=O)C3CC3)C[C@]2(C(=O)O)C1,6
Cc1nc(C)c(C(=O)N2Cc3cnc(CC(C)C)nc3C2)s1,-34
Cn1cnc2c1c(=O)n(CC(=O)N1CCN(C(=O)c3cccs3)CC1)c(=O)n2C,1
COCCN1CC(NC2CCC3(CCNCC3)CC2)CC1=O (configuration not stated),-15
Cc1n[nH]c(C)c1S(=O)(=O)Nc1cccc(-n2cnnn2)c1C,-3
Nc1ccnn1Cc1ccc(SC(F)(F)F)cc1,1
CC1=C(C(=O)Nc2cc(C)on2)C(c2ccccc2Cl)NC(=S)N1C (configuration not stated),13
CCSC(=N)N,-5
CCOCCn1c(=O)n(C(C)C(=O)N2CCCC2)c2cc(C(=O)O)cnc21 (configuration not stated),-7
CC(=O)Nc1ccc(O)c(C(=O)NC(C)c2ccccc2C)c1 (configuration not stated),2
COc1cc(CN2C(=O)C(C)Sc3ccc(C(C)=O)cc32)cc(OC)c1 (configuration not stated),-4
O=C(OCc1ccccc1)C1=NNC2C(=O)N(C3CCCCC3)C(=O)C12 (configuration not stated),-4
CCN(CC(=O)Nc1ccc(C#N)cc1)C1CCCCC1,-6
CCCN(Cc1nnc(Cc2ccccc2)o1)C1CCS(=O)(=O)C1 (configuration not stated),-10
COC(=O)[C@@H]1C[C@@H](NC(=O)c2cc3cc(Cl)ccc3oc2=O)CN1C,0
COc1ccc(CCC(=O)N(C)CCN2CCOCC2)cc1OC,-5
Cc1ccc(-c2cc(C(=O)NC(C)(C)C)on2)cc1,-9
Cc1ccc(S(=O)(=O)N(CC(N)=O)C2CCCC2)s1,-2
N#Cc1ccccc1N1CCCN(S(=O)(=O)c2c(F)cccc2F)CC1,-1
Cc1cc(C)n(C(=O)c2cc3ccccc3oc2=O)n1,-4
O=C(NNC(=O)C1(O)CCCCC1)c1ccc(Br)cc1,-31
CC1c2cccn2CCN1S(=O)(=O)c1ccc(S(=O)(=O)N(C)C)cc1 (configuration not stated),-11
CC1(C(=O)NS(=O)(=O)c2cccc(F)c2)CCN1C(=O)COc1ccc(Cl)cc1 (configuration not stated),0
Cc1noc(C)c1N(C)CCCS(C)(=O)=O,0
CN(CCCN1c2ccccc2CCc2ccccc21)CC(=O)c1ccc(Cl)cc1,6
C#CCOc1ccc(C2CC(=O)Nc3c2c(C)nn3-c2ccc3nnc(C)n3n2)cc1 (configuration not stated),-1
CCc1cccc(CC)c1NC(=O)Cn1c(=O)ccc2ccccc21,1
CC(C)CCc1noc(CN2CCN(C/C=C/c3ccccc3)CC2)n1,-14
NC(=O)C1Cc2ccccc2CN1C(=O)CCc1ncc(-c2ccccc2F)o1 (configuration not stated),0
